Compound activity (PubChem)
DRD3 antagonist: blocks the human D3 dopamine receptor. max response, negative = inhibition, %. P35462. D3R cells, DiscoveRx beta-arrestin luminescence, antagonist mode; active compounds read low. AID 652054. 2.5% of 360,000 active; in the data active = max response below about -50%; inconclusive = no clear call, values can overlap the other calls; note: % is set by controls: 0 for no effect and ±100 for the full control effect; mostly tested at two doses, the higher about 12 µM
Target sequence (P35462 whole entry, looked up): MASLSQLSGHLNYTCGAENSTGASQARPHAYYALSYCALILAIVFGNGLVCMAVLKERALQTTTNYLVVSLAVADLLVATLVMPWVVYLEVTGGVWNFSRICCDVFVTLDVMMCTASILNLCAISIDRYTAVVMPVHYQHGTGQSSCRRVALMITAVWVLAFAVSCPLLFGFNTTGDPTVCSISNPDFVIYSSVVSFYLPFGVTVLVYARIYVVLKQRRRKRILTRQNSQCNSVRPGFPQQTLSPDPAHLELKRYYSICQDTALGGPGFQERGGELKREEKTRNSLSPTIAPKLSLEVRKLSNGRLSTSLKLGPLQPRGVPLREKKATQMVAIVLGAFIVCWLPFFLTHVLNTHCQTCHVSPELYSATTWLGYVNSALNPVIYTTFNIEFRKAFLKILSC
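Cells expressing the human receptor were seeded at 1500 cells/well, incubated overnight at 37 degrees C in 5% CO2, then exposed to library compounds with dopamine controls for 90 minutes at 37 degrees C before luminescent detection.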
PTHR1 ag: activates the human parathyroid hormone receptor PTHR1; HEK293 GP2 PTHR1 cells, GloSensor cAMP luminescence, 1 h; Potency, µM (series often up to 115 µM), for the others: at the highest dose activation, actives largely listed as activators; 0.075% of 410,000 active; note: potency is the fitted concentration of half-maximal effect; nearly all actives have a fitted effect of over 55% in size; some results filed as inactive show a strong effect at the top dose; inactives centre near -15; many of its hits are not listed in these tables
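HEK-293-derived GP2 cells expressing PTHR1 and a GloSensor cAMP reporter, 3,000/well, plated overnight, given luciferin plus IBMX (each 0.5 mM as added) for 1 h at 37 °C, then compound for 1 h at 37 °C. Luminescence was read after 15 min at room temperature.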
GLP1R inv ag: GLP-1 receptor (human) inverse agonism; P43220; HEK293 GLP-1R CRE-luciferase, luminescence, 24 h; GLP-1R form is constitutively active; Potency, µM (titrated, usually from 38.3 µM), for the others: at the highest dose activity change, negative = inhibition, most hits filed as inhibitors; 1.6% of 410,000 active; AID 624417; note: potency is the fitted concentration of half-maximal effect; % is set by controls: 0 for no effect and ±100 for the full control effect; nearly all actives have a fitted effect of over 55% in size
Target sequence (P43220 whole entry, looked up): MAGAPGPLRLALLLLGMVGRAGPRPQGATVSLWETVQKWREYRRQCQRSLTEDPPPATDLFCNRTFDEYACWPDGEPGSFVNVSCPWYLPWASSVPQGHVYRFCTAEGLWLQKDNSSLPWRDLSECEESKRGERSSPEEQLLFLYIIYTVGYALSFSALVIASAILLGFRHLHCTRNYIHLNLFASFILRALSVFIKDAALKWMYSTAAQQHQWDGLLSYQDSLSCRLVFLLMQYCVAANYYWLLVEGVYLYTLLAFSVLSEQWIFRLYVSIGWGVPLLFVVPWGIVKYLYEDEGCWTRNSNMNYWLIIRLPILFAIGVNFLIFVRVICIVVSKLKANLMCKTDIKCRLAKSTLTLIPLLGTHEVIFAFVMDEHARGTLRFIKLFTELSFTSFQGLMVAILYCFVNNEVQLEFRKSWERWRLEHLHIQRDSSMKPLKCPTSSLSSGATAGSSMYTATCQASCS
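HEK293 cells stably co-expressing a cAMP-responsive luciferase reporter and constitutively active GLP-1R were seeded, incubated 12 h, then exposed to compounds for 24 h at 37 C. Luminescence was read 12 min after detection reagent; inverse agonists lower signal.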
TDP-43 yeast inh: rescues yeast growth from TDP-43 toxicity. TDP-43 expressing yeast growth rescue, BacTiter-Glo, 24 h. Potency, µM (titrated, usually from 46.1 µM), without a hit: top-dose growth rescue (activation), hits mostly activators. 1.8% of 410,000 active; note: potency is the fitted concentration of half-maximal effect; % of control where 0% means no effect; nearly all actives have a fitted effect of over 50% in size
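Cell-based yeast growth screen: TDP-43 expression induced in galactose, inoculum OD600=0.02 after raffinose pregrowth to mid-log. Read-out BacTiter-Glo luminescence at 24 hr, 30 deg C; inhibition of toxicity seen as signal increase.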
KB-V1 cytotox: KB-V1 MDR subline cytotoxicity | KB-V1 MDR cells viability, CellTiter-Glo, 72 h | Potency, µM (titrated, usually from 46.1 µM), for inactives: top-dose activity change, negative = cytotoxicity, actives largely listed as cytotoxic | 3.4% of 400,000 active; note: potency is the fitted concentration of half-maximal effect; % is set by controls: 0 for no effect and ±100 for the full control effect; nearly all actives have a fitted effect of over 60% in size
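Following 72 h at 37 degrees C with compound, KB-V1 cell viability was read by CellTiter-Glo luminescence, medium being phenol-red-free DMEM plus 10% FBS; concentration-response parameters came from normalized, curve-fitted qHTS data.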
GLP-1R agonist: GLP-1 receptor (human) agonism. AID 624172. 0.007% of 380,000 active. HEK293 GLP-1R CRE-luciferase, luminescence, 4-6 h; cells express a hypersensitive GLP-1R form. Potency, µM (series often up to 45.6 µM), for inactives: top-dose activation, most hits filed as activators. P43220; note: potency is the fitted concentration of half-maximal effect; % of control where 0% means no effect
aSyn yeast inh: inhibitors of alpha-synuclein toxicity in yeast; Yeast expressing alpha-synuclein, growth rescue, BacTiter-Glo, 24 h; Potency, µM (doses to about 46.1 µM), for the others: top-dose growth rescue (activation), hits mostly activators; 0.14% of 370,000 active; note: potency is the fitted concentration of half-maximal effect; % of control where 0% means no effect; nearly all actives have a fitted effect of over 65% in size
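Galactose-induced alpha-syn yeast (OD600=0.02, raffinose-pregrown) + pinned cpd, 24 hr, 30 deg C; growth by BacTiter-Glo luminescence. Growth restoration scores as activation.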
DRD3 agonist: agonists of human D3 dopamine receptor; AID 652048; D3R DiscoveRx beta-arrestin cells, luminescence, 90 min; P35462; max activation, %; 0.58% of 410,000 active; in the data active = max activation above about 30%; note: 0% is about no effect; mostly tested at two doses, the higher about 12 µM
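Cells at 1500/well, incubated overnight, then treated with pinned compounds (dopamine as control) for 90 min at 37 degrees C. DiscoveRx reagent added for 30 - 60 minutes at room temperature; luminescence read.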
GLP1R cytotox: cytotoxicity in counter-screen for GLP-1R inverse agonists; Potency, µM (doses to about 38.3 µM), for the others: at the top dose activity change, negative = inhibition, usual class: inhibitors; 0.13% of 410,000 active; HEK293 cAMP-luciferase reporter cells, luminescence, 24 h;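 note: loss of luciferase light is scored as toxicity; potency is the fitted concentration of half-maximal effect; % is set by controls: 0 for no effect and ±100 for the full control effect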
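Quantitative HTS format, 1536 wells, 200 cells/uL seeded. Compounds: 23 nL, 24 h, 37 °C. Detection: luciferase reagent, luminescence at 12 min RT; decreased signal taken as cytotoxic.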
* = called active by the depositor; i = inactive; ? = inconclusive; . = not tested or not shown; [ ] = another dose, or the depositor's remark. Unless noted, calls come from the whole dose curve; as a rule, active = well fitted curve in the direction sought with a large enough effect; inconclusive = small, poorly fitted or top-dose-only effect, or another doubt; inactive = no such curve, though single readings can be large; an effect the other way counts as inactive or inconclusive. The list is partial (hit frequency here may not be typical).

SMILES	DRD3 antagonist	PTHR1 ag	GLP1R inv ag	TDP-43 yeast inh	KB-V1 cytotox	GLP-1R agonist	aSyn yeast inh	DRD3 agonist	GLP1R cytotox
O=C(O)C(F)=C(c1ccccc1)c1ccccc1	-7	11%	-12%	-13%	0%	3%	-5%	-6	0%
CC(C)C(=O)O/N=C(\N)c1ccccn1	-13	i	6%	21%	-13%	-14%	-10%	3	0%
CCOc1ccc(C(c2c(O)cc(C)n(Cc3ccco3)c2=O)N2CCCCC2)cc1 (stereo not drawn)	.	-25%	-16%	11%	7%	.	.	3	1%
Cc1ccc(Cl)cc1N1CCN(CCCNc2ncnc3onc(-c4ccc(F)cc4)c23)CC1	.	-15%	8%	3%	-32%	.	.	-24	2%
CCOC(=O)c1c(-c2ccc(C)o2)csc1NC(=O)COC(=O)c1ccc(NC(N)=O)cc1	58	-13%	-28%	2%	4%	-3%	-1%	29	?
Cc1ccc(CCNC(=O)C2CCN(S(=O)(=O)c3cccc4nonc34)CC2)cc1	-17	-12%	-13%	-3%	?	-7%	-6%	1	4%
N#Cc1cccc(NC(=O)c2cc(C3CCCCN3C(=O)c3ccccc3)on2)c1 (stereo not drawn)	0	-6%	?	7%	-6%	5%	-4%	-9	-1%
CCCNc1nc(N)nc(-c2cc(Cl)ccc2OC)n1	-16	i	11%	1%	-4%	6%	-9%	-6	-8%
CCOC(=O)C1=C(O)C(=O)N(CCCn2ccnc2)C1c1ccc(C)cc1 (stereo not drawn)	-3	-2%	7%	4%	-1%	0%	6%	12	0%
CCCCNC(=O)CC(=O)Nc1ccccc1C(=O)O	2	i	18%	5%	17%	-6%	0%	-1	1%
COC(=O)c1ccc(COc2ccc(/C=N/N3CCN(C)CC3)cc2)cc1	14	i	29%[7.66 µM]	?	5%	7%	1%	0	0%[7.66 µM]
Cc1ccc([N+](=O)[O-])cc1S(=O)(=O)N1CCCN(C)CC1	-8	i	-5%	-12%	16%	9%	-11%	-6	-2%
O=C(Nc1ccc(Cl)c(Cl)c1)c1csc(-c2ccccc2)n1	18	i	0%	18%	?	-1%	-4%	1	-9%
Cc1c(C(=O)N2CCOCC2)c(S(=O)(=O)N2CCN(c3ccc(Cl)cc3)CC2)c(C)n1C	-1	i	-2%	-11%	?	4%	3%	2	2%
O=C(Nc1cccc(C(F)(F)F)c1)C1CCCO1 (stereo not drawn)	9	-3%	15%	15%	-9%	7%	-3%	-1	-1%
O=C(Cc1nnc(NC(=O)Nc2ccc(F)cc2)s1)NCc1ccccc1	4	-4%	?	4%	?	15%	0%	1	-7%
O=C1CC(N2CCN(Cc3ccccc3)CC2)C(=O)N1 (stereo not drawn)	9	i	5%	-5%	0%	11%	-3%	0	-2%
COc1ccc(/C=C2/SC(=O)N(CC(=O)NCCC(C)C)C2=O)cc1OC	-7	i	8%[7.66 µM]	7%	?	0%	-8%	1	-4%[7.66 µM]
CCc1ccc(C2c3[nH]c4ccccc4c3CCN2C(=O)CN2CCN(CC)CC2)cc1 (stereo not drawn)	-55*	?	?	-26%	-10%	5%	-8%	-14	?
Cc1cc(C(=O)Nc2ccccc2C#N)n(-c2ccccc2)n1	-3	-29%	10%	21%	-5%	12%	3%	1	3%

Random excerpt: 4 records from the list
SMILES	DRD3 antagonist	PTHR1 ag	GLP1R inv ag	TDP-43 yeast inh	KB-V1 cytotox	GLP-1R agonist	aSyn yeast inh	DRD3 agonist	GLP1R cytotox
O=C(O)C(F)=C(c1ccccc1)c1ccccc1	-7	11%	-12%	-13%	0%	3%	-5%	-6	0%
O=C1CC(N2CCN(Cc3ccccc3)CC2)C(=O)N1 (stereo not drawn)	9	i	5%	-5%	0%	11%	-3%	0	-2%
N#Cc1cccc(NC(=O)c2cc(C3CCCCN3C(=O)c3ccccc3)on2)c1 (stereo not drawn)	0	-6%	?	7%	-6%	5%	-4%	-9	-1%
CCCNc1nc(N)nc(-c2cc(Cl)ccc2OC)n1	-16	i	11%	1%	-4%	6%	-9%	-6	-8%

Profiles from above. Screens in order: DRD3 antagonist, PTHR1 ag, GLP1R inv ag, TDP-43 yeast inh, KB-V1 cytotox, GLP-1R agonist, aSyn yeast inh, DRD3 agonist, GLP1R cytotox
COC(=O)c1ccc(COc2ccc(/C=N/N3CCN(C)CC3)cc2)cc1 is listed as 14, i, 29%[7.66 µM], ?, 5%, 7%, 1%, 0, 0%[7.66 µM]
Cc1ccc([N+](=O)[O-])cc1S(=O)(=O)N1CCCN(C)CC1 is listed as -8, i, -5%, -12%, 16%, 9%, -11%, -6, -2%
N#Cc1cccc(NC(=O)c2cc(C3CCCCN3C(=O)c3ccccc3)on2)c1 (stereo not drawn) is listed as 0, -6%, ?, 7%, -6%, 5%, -4%, -9, -1%

More entries follow.
SMILES	DRD3 antagonist	PTHR1 ag	GLP1R inv ag	TDP-43 yeast inh	KB-V1 cytotox	GLP-1R agonist	aSyn yeast inh	DRD3 agonist	GLP1R cytotox
CSc1nc2ccc(NC(=O)c3ccco3)cc2s1	-2	-7%	4%	25%	-1%	24%	-14%	1	-6%
O=C(c1cc2sccc2n1Cc1ccc(F)cc1)N1CCc2ccccc21	-7	-4%[57.5 µM]	5µM*	4%	-27%	-10%	6%	-9	0%
COc1cccc(C2c3c(oc4ccc(F)cc4c3=O)C(=O)N2CCCN2CCOCC2)c1 (stereo not drawn)	-26	-14%	5%	2%	-3%	1%	-2%	-2	3%
C[C@@H]1CCCCO[C@H](CN(C)C(=O)Cc2ccccc2)[C@@H](C)CN([C@H](C)CO)C(=O)c2cc(NC(=O)Nc3ccccc3)ccc2O1	28	20%	?	-13%	34%	-8%	-6%	5	-3%
CCOc1ccc(NC(=O)CN(c2ccc(C)cc2)S(=O)(=O)c2c(C)nn(C)c2C)cc1	-5	i	-13%	3%	?	-6%	1%	-7	-3%
Cc1cc(C)n2cc(CSc3nc4ccccc4[nH]3)nc2n1	0	i	25%	10%	12%	3%	1%	6	-11%
COc1cc(S(=O)(=O)N2CCN(C(=O)C3CC3)CC2)ccc1NC(C)=O	10	i	1%	20%	-1%	4%	0%	2	-8%
COc1ccc(N(C(=O)c2cnccn2)C(C(=O)NC2CCCCC2)c2ccc(O)cc2)cc1 (stereo not drawn)	18	i	12%	-13%	-1%	12%	-6%	10	-3%
CN(C)c1ccc(-c2nnn(CC(=O)Nc3ccccc3N3CCOCC3)n2)cc1	37	-2%[57.5 µM]	-14%	0%	-13%	1%	17%	15	-11%
Cn1cc([N+](=O)[O-])c(C(=O)Nc2cnn(Cc3ccc(F)cc3)c2)n1	-7	i	23%	10%	2%	-3%	0%	7	0%
Cc1cc(C)cc(-n2c(SCC(=O)NCC3CCCO3)nc3c([nH]c4ccccc43)c2=O)c1 (stereo not drawn)	.	-21%	8%	0%	4%	16%	-1%	0	-21%
Cc1ccc(S(=O)(=O)N2CCCC2C(=O)OCc2nc3sc(C)c(C)c3c(=O)[nH]2)cc1 (stereo not drawn)	4	-3%	20%	14%	47%	12%	4%	-8	0%
CCOc1ccc2c(c1)n(CO)c(=S)n2CO	11	-19%	-3%	12%	?	-1%	5%	1	-6%
C=CCn1c(=NC(=O)c2cccs2)sc2cccc(OC)c21	45	-2%	?	-9%	5%	29%	-4%	21	29%
C[C@H](CO)N1C[C@H](C)[C@H](CN(C)C(=O)Nc2ccc3c(c2)OCCO3)OCc2cnnn2CCCC1=O	5	-9%	3%	22%	-16%	6%	0%	-5	5%
Cc1cccc(-n2c(C)c(-c3ccccc3)[nH]c2=S)c1	-19	-52%[inhibitor]	?	21%	-6%	-3%	-5%	-8	-6%
CCOC(=O)CNC(=O)CSc1ncnc2c1cnn2Cc1ccccc1	-19	-4%	1%	6%	14%	-6%	0%	3	-5%
COCCNC(C(=O)Nc1cc(Cl)cc(Cl)c1)c1ccccc1 (stereo not drawn)	61	i	?	-7%	-11%	-2%	-1%	2	-13%
O=C(CCCSc1nc2ccccc2c(=O)[nH]1)c1ccccc1	15	-26%	12%	20%	-1%	-1%	8%	3	7%
c1coc(Cn2c(SCc3nc4ccccc4[nH]3)nnc2-c2cccs2)c1	-17	i	0%	-14%	0%	-1%	1%	-5	-4%
O=C(O)c1ncn(Cc2ccccc2)c1C(=O)O	3	-3%[57.5 µM]	1%	-12%	-22%	-5%	1%	3	6%
COc1ccc(Cl)cc1NC(=O)CSc1nnc(C)n2c1cc1sccc12	.	i	-4%	11%	.	.	.	-1	0%
CCNC(=O)/C(=C\c1ccc2c(c1)OCO2)NC(=O)c1ccc(Br)cc1	-13	-4%[57.5 µM]	-9%	-19%	14%	-7%	-5%	-1	-12%
CCCSc1ncc(Cl)c(C(=O)Nc2ccc(S(=O)(=O)N3CCCC(C)C3)cc2)n1 (stereo not drawn)	.	i	?	22%	.	.	.	1	-4%
CC(=O)n1cc(Nc2ccc([N+](=O)[O-])cc2)c2ccccc21	-8	-52%[inhibitor]	?	-29%	?	-7%	-8%	-1	-13%
N#CCc1nn(Cc2ccc(F)cc2)c(=O)c2ccccc12	18	-7%	57%[activator]	?	1%	2%	6%	0	-1%
CCOC(=O)c1c(NC(=O)COC(=O)c2ccc(NC(=O)CC#N)cc2)sc(C(=O)NC)c1C	6	i	7%	20%	-15%	-4%	-3%	-9	6%
CC1(C)CC(CC(=O)NC(=S)Nc2ccc([N+](=O)[O-])cc2)C(=O)O1 (stereo not drawn)	-83*	i	-23%	-8%	6%	-11%	2%	-14	-17%
